AmpC no deterg: qHTS Inhibitors of AmpC Beta-Lactamase (assay without detergent); 330,000 tested, 0.52% active; P00811; AmpC nitrocefin hydrolysis, absorbance 480 nm, 0.0001% Triton; Potency, µM (titrated, usually from 57.1 µM), inactives show at the highest dose activity change, negative = inhibition, actives largely listed as inhibitors;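 further: potency means the concentration at half of the fitted maximal effect; plate controls were no compound for no effect and no enzyme for full effect; nearly all actives have a fitted effect of over 20% in size; some results filed as inactive show a strong effect at the top dose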
Target sequence (P00811 whole entry, looked up): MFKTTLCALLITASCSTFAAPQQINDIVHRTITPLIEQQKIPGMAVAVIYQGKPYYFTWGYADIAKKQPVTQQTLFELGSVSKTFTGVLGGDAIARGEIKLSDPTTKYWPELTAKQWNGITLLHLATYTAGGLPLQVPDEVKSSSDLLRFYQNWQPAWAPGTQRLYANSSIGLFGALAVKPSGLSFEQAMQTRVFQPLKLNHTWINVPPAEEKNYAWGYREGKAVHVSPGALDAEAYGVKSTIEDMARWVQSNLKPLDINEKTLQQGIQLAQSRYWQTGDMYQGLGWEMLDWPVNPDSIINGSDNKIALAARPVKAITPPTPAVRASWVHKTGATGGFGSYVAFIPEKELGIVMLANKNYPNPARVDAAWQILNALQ
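20 mM phosphate pH 7.0 + 0.01% (detergent screen) or 0.0001% Triton X-100; 5.3 nM AmpC reagent; cpd preinc 15 min RT; nitrocefin (800 uM stock) to start; A480 q20 s × 4 min; Activity was normalised to no-enzyme and no-compound control wells.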
AmpC detergent: qHTS Inhibitors of AmpC Beta-Lactamase (assay with detergent); Potency, µM (top dose mostly 114 µM), for inactives: top-dose activity change, negative = inhibition, most hits filed as inhibitors; 370,000 tested, 0.041% active; P00811; AmpC hydrolysis of nitrocefin, absorbance 480 nm, 0.01% Triton;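 further: potency means the concentration at half of the fitted maximal effect; 0% = no-compound wells and -100% = no-enzyme wells; nearly all actives have a fitted effect of over 25% in size; some results filed as inactive show a strong effect at the top dose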
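20 mM phosphate pH 7.0 + 0.01% (detergent screen) or 0.0001% Triton X-100; 5.3 nM AmpC reagent; cpd preinc 15 min RT; nitrocefin (800 uM stock) to start; A480 q20 s × 4 min; Activity was normalised to no-enzyme and no-compound control wells.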
HCMV antiviral: qHTS Assay for inhibitors of the human cytomegalovirus (HCMV) | activity change, negative = inhibition, % at 57.5 µM | AID 1259415, 2018 | HFF cells, HCMV-luciferase reporter, 72 h; hits give low values | 410,000 tested, 4.5% active; in the data active means activity change below about -60%; inconclusive means no clear call, values can overlap the other calls; inactive means above about -39%; further: on the % scale 0 is the no-effect control and ±100 the full control effect
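HFF cells seeded 16 h at 37C, treated with compounds, infected with luciferase-reporter HCMV at MOI 1 PFU/cell; luciferase read at 72 h post infection, normalized to buffer-only and Salinomycin controls.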
Cycloheximide cs: Cycloheximide Counterscreen for Small Molecule Inhibitors of Shiga Toxin | 300,000 tested, 12% active | max response, % | cell reporter, cycloheximide protein synthesis inhibition counterscreen | AID 2314, 2010; in the data active means max response mostly above about 13%, no sharp cut-off; inactive means mostly below about 14%; further: read at 38.3 µM for the half of the compounds with a filed dose; 0% is about no effect
Giardia FBPA inh: qHTS Assay for Inhibitors of Fructose-1,6-bisphosphate Aldolase from Giardia Lamblia; A8B2U2; purified Giardia FBPA; Potency, µM (highest dose often 59.6 µM), for the others: at the highest dose activity, negative = inhibition, actives largely listed as inhibitors; 290,000 tested, 0.71% active; AID 2451, 2010; further: potency means the concentration at half of the fitted maximal effect; on the % scale 0 is the no-effect control and ±100 the full control effect; nearly all actives have a fitted effect of over 55% in size
Target sequence (A8B2U2 whole entry, looked up): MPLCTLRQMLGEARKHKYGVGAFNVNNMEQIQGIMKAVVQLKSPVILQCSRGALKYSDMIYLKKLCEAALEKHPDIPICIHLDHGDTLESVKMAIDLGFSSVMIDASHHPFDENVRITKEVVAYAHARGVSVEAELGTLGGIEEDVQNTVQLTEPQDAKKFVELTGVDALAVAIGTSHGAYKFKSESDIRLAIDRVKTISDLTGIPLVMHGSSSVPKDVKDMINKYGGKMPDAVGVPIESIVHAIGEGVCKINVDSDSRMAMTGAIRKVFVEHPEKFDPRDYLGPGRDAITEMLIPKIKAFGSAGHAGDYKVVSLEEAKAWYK
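40 nM FBPA preincubated 10 min at RT with compound (up to 57.5 uM final), then substrate plus GAPDH/TPI/NAD/arsenate coupling and diaphorase/resazurin added. Fluorescence read after 20 min at RT, 525/598 nm.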
Shiga inhibitor: A qHTS for Small Molecule Inhibitors of Shiga Toxin | Vero cells, Shiga toxin protein synthesis inhibition reporter | inhibition, % at 38.7 µM | 290,000 tested, 9.2% active; in the data active means inhibition mostly above about 28%, no sharp cut-off; inactive means mostly below about 43%; further: 0% is about no effect
AMA1 RON2 block: qHTS for Inhibitors of AMA1-RON; Towards Development of Antimalarial Drug Lead: Primary Screen | Potency, µM (doses to about 58.2 µM), without a hit: at the highest dose activity change, negative = inhibition, hits mostly inhibitors | AlphaScreen AMA1-biotinylated RON2 peptide binding | AID 720542, 2013 | Plasmodium falciparum AMA1 (3D7) - RON2 peptide interaction | 360,000 tested, 0.2% active;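 further: potency means the concentration at half of the fitted maximal effect; 0% = vehicle wells and -100% = peptide control; nearly all actives have a fitted effect of over 45% in size; some results filed as inactive show a strong effect at the top dose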
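AMA1 (3D7) with his tag at 25 nM final met compounds first, then biotinylated RON2 peptide at 25 nM; detection used donor plus acceptor beads, 10 µg/mL apiece, read by AlphaScreen after 30 min at room temperature.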
The depositor's hits bear a star; u = inconclusive; x = no result given; [ ] = dose if it differs, or a comment. Unless noted, the call rests on the fitted dose curve; in most records, active means well fitted curve in the direction sought with a large enough effect; inconclusive means small, poorly fitted or top-dose-only effect, or another doubt; inactive means no such curve, though single readings can be large; an effect the other way counts as inactive or inconclusive.

canonical_smiles	AmpC no deterg	AmpC detergent	HCMV antiviral	Cycloheximide cs	Giardia FBPA inh	Shiga inhibitor	AMA1 RON2 block
COc1ccc(-c2nc(N=Nc3ccc(O)cc3)n[nH]2)cc1	-24%	-9%	17	35*	u	-8	3%
CSc1cccc(CN2CCN(Cc3ccccc3)C(CCO)C2)c1 (stereo unspecified)	73%[activator]	-8%	-35	-2	-4%	8	9%
COCCC(=O)N1CCCC(C(=O)c2ccc3c4c(cccc24)CC3)C1 (stereo unspecified)	166%[activator]	-2%	-2	8	10%	-4	-3%
CC1=C(C)C(O)N(Cc2ccccc2)C1=O (stereo unspecified)	-2%	-2%	9	1	3%	-2	-3%
Cc1cccc(NC2=NCC(=O)N2Cc2ccccc2)c1	-20%	u	-15	13	2%	8	13%
O=C(c1cc([N+](=O)[O-])ccc1N1CCOCC1)N1CCCC1	-12%	-4%	33	2	1%	-24	19%
Cc1nn(CC(=O)c2ccccc2Cl)c(C)c1[N+](=O)[O-]	-39%	-4%	u	48*	-1%	93*	1%
Cc1ccc(SCCSc2nc(N)cc(=O)[nH]2)cc1	-19%	6%	-29	22*	-11%	33	2%
O=C(NCCN1CCOCC1)c1ccccc1OCc1ccccc1	16%	x	-6	x	x	x	-3%
Cc1ccc(C(=O)OCC(=O)NCc2cccs2)cc1	-22%	1%	11	-2	3%	14	-2%
CSc1ccccc1C(=O)N1CCC2(CC1)CC(=O)c1ccccc1O2	31%	u	14	x	x	x	-2%
COc1ccc(CN2C3CCCC2CC(NC(=O)Nc2ccccc2C)C3)cc1 (stereo unspecified)	-23%	u	0	1	4%	-2	3%
COc1cc(Br)cc(C=Nc2cccc(C(F)(F)F)c2)c1O	-24%	-2%	-24	-3	-6%	-5	-12%
COC(=O)CNC(=O)CN1C(=O)N(c2cccc(Cl)c2)C(N(O)C(=O)Nc2cccc(Cl)c2)C1(C)C (stereo unspecified)	141%[activator]	2%	-17	-2	-1%	-8	-7%
CCN(CC)c1ccc(/C=N/NC(=O)CNC(=O)c2ccccn2)cc1	-29%	u	-25	12	3%	84	67%[activator]
Cc1nc2ccc(-c3nc4ccccc4[nH]3)cc2[nH]1	-26%	5%	-4	35*	-5%	60*	-28%
Cc1sc2ncnc(N3CCC(C(=O)Nc4ccccc4C(C)(C)C)CC3)c2c1C	56%	u	-36	x	x	x	4%
CC#CCN1c2ccccc2[C@]23C[C@@H](C(=O)OC)N=C2NC(C(=O)OC)=C(C(=O)OC)[C@H]13	102%[activator]	2%	19	1	-1%[12.9 µM]	1	0%
CCOc1ccc(S(=O)(=O)n2cnc3ccccc32)cc1	-12%	u	15	-2	-5%	-2	-8%
O=C(NCc1ccccc1)C1C(=O)N(Cc2ccccc2)C(=O)C1C1(O)CCCC1 (stereo unspecified)	-7%	u	-10	-7	0%	-19	10%
O=C(NC1CC1)c1cc(=S)[nH]c2ccccc12	-16%	x	-3	x	x	x	88%[activator]
Cc1ccc(Nc2c([N+](=O)[O-])ccc3nonc23)c(C)c1	-23%	1%	u	-2	16%	-1	u
Fc1ccc(-c2csc3nnc(SCc4cccnc4)n23)cc1	-9%	u	-13	-1	5%	-6	-6%
CCOC(=O)N1CCC(N(CCN(C)C)C(=S)Nc2cccc(Cl)c2C)CC1	139%[activator]	-1%	-31	6	-1%	3	13%
CCCCCOC(=O)CSc1nc2c(c(=O)[nH]c(=O)n2C)n1CCc1ccccc1	-10%	3%	24	1	6%	-5	2%

Full records, quoted from the list.
COc1ccc(-c2nc(N=Nc3ccc(O)cc3)n[nH]2)cc1 is entered as AmpC no deterg: -24%; AmpC detergent: -9%; HCMV antiviral: 17; Cycloheximide cs: 35*; Giardia FBPA inh: u; Shiga inhibitor: -8; AMA1 RON2 block: 3%
Fc1ccc(-c2csc3nnc(SCc4cccnc4)n23)cc1 is entered as AmpC no deterg: -9%; AmpC detergent: u; HCMV antiviral: -13; Cycloheximide cs: -1; Giardia FBPA inh: 5%; Shiga inhibitor: -6; AMA1 RON2 block: -6%

Next records.
canonical_smiles	AmpC no deterg	AmpC detergent	HCMV antiviral	Cycloheximide cs	Giardia FBPA inh	Shiga inhibitor	AMA1 RON2 block
Cc1ccc(C(=O)NCC(c2cccs2)N(C)C)cc1S(=O)(=O)N1CCOCC1 (stereo unspecified)	154%[activator]	5%	0	x	x	x	12%
CCC1CN(C(=O)N2CCC(C(=O)NCc3ccccc3OC)CC2)c2ccccc2O1 (stereo unspecified)	152%[activator]	-2%	-12	-8	x	-18	-3%
COc1ccc(CCNC(=O)c2c(O)c3cccc4c3n(c2=O)CC4)cc1OC	-5%	u	31	-5	3%	-5	-6%
CCOc1ccc2nc(SCc3ccc(CC(=O)O)cc3)c(C#N)cc2c1	14%	2%	-27	-1	4%	-19	12%
COc1cc(OC)nc(NC(=O)CS(=O)(=O)c2ccccc2)n1	-4%	4%	-19	3	4%	-3	7%
CCCCn1c(=O)[nH]c(=O)c2c1nc(-c1ccccc1OC(F)F)n2C	-4%	-1%	-5	-2	4%	-11	24%
CCc1[nH]nc2c1C1(CCN(C(=O)c3ccccc3)CC1)C(C#N)=C(N)O2	-7%	-9%	26	-3	1%	-10	-3%
COCCN(C(=O)COC(=O)c1ccccc1Nc1ccccc1)c1c(N)n(Cc2ccccc2)c(=O)[nH]c1=O	u	-12%	-21	x	x	x	-8%
CCc1ccccc1N/N=C(/C)c1c(O)cc(C)oc1=O	-18%	u	-34	1	-11%	-6	-3%
COc1ccc(Cn2cnc3sccc3c2=O)cc1	-19%	1%	13	3	-2%	-13	-5%
O=C(NCCC(=O)N1CCN(c2cccc(Cl)c2)CC1)c1ccc(Br)cc1	7%	14%	-15	x	x	x	42%[activator][11.6 µM]
CCc1ccc(OCC(=O)NCCc2ccc3c(c2)OCCO3)cc1	5%	-4%	-9	x	x	x	-7%
O=C1[C@H]2[C@@H](c3ccc(F)cc3)N3C(=O)N(c4cccc(Br)c4)C(=O)[C@@]3(Cc3ccc(Cl)cc3)[C@H]2C(=O)N1C1CCCCC1	u	u	-20	-1	-18%	-9	21%
CCCCn1c(N)c(N(CC(C)C)C(=O)c2cccc(-n3cnnn3)c2)c(=O)[nH]c1=O	-20%	-2%	-12	x	x	x	0%
CCN(CC)CCN1C(=O)C(=O)/C(=C(/O)c2ccc(OC)c(OC)c2)C1c1ccccn1 (stereo unspecified)	-8%	0%	24	18*	-27%	60	7%
O=S(=O)(c1ccccc1)N1CCN(c2ncccn2)CC1	-16%	u	-8	-1	6%	38	20%
CC(Oc1ccc(Cl)cc1Cl)C(=O)Nc1cccc(O)c1 (stereo unspecified)	-15%	4%	2	31*	0%	43	22%
COc1ccc(NC2CCCN(C(=O)c3ccccc3N3CCOCC3)C2)cc1OC (stereo unspecified)	-2%	u	x	15	u	6	-2%
O=C(NCCS(=O)(=O)N1CCCCC1)c1ccccc1	-16%	u	-14	x	x	x	-14%
CCOC(=O)c1cc2c(ccn2C)n1Cc1ccccc1Cl	-2%	u	u	2	-6%	9	-26%
COCCNC(=O)c1cc2cc(Br)cc(OC)c2oc1=O	-19%	-8%	5	-2	-5%	16	-4%
Cc1nc(-c2cccc(S(=O)(=O)N3CC(C)OC(C)C3)c2)cs1 (stereo unspecified)	-2%	-14%	-27	-1	5%	11	-9%
CC(=O)N/C(=C/c1ccccc1)c1ccccc1	-3%	6%	-11	x	x	x	-13%
C=CCn1c(SCCN2CCCCC2)nc2c1c(=O)[nH]c(=O)n2C	3%	-16%	-24	-2	-4%	-23	-1%
Cc1cccc(NS(=O)(=O)c2cc3c4c(c2)CCN4C(=O)CC3)c1C	0%	-8%	x	x	x	x	6%
COc1ccc(CCN2CC(C(=O)NCc3ccccc3)CCC2=O)cc1 (stereo unspecified)	15%	1%	-14	-3	x	-4	-14%
CC1CCCN(CCCNS(=O)(=O)c2cc(Br)cc3c2N(C(=O)C2CC2)CC3)C1 (stereo unspecified)	-16%	-7%	-10	1	2%	25	-4%
Cc1c(C(=O)Nc2cc(S(=O)(=O)N3CCOCC3)ccc2N2CCN(C)CC2)oc2ccccc12	57%	3%	116	2	3%	10	0%
CCc1[nH]c(=S)c(C#N)c2c1CCCC2	-29%	-13%	6	-5	0%	-13	6%[2.32 µM]
CCOC(=O)C1CCN(C(=O)CCn2c(=O)c3cccn3c3cccnc32)CC1	3%	0%	17	-8	x	7	12%
O=C(Nc1ccc(N2CCN(C(=O)c3ccco3)CC2)cc1)c1ccccc1F	-2%	u	3	22*	25%	24	17%
Cc1cccc2sc(N(CCCN(C)C)C(=O)CCS(=O)(=O)c3ccccc3)nc12	130%[activator]	-2%	-34	8	x	7	0%
CCc1ccc(C(=O)c2cnc3ccc(OC)cc3c2N2CCN(CC)CC2)cc1	35%	u	39	-3	-13%	-4	-22%
CN(C)S(=O)(=O)c1cccc(NC(=O)c2c[nH]c3ccccc23)c1	-53%	-7%	134	16*	-2%	64*	2%
CCC1Sc2ccc(S(=O)(=O)CCC(=O)NCc3cccs3)cc2NC1=O (stereo unspecified)	-15%	3%	-14	16	-2%	-6	26%
COc1cccc(CNC(=O)CCS(=O)(=O)c2ccc3c(c2)NC(=O)CO3)c1	-24%	-2%	-7	-6	x	-8	0%
CCN1C(=O)c2cccc3c(S(=O)(=O)Nc4nc(C)cs4)ccc1c23	-28%	-9%	x	1	-1%	21	-7%
C=CCn1c(O)c(C(C)=Nc2ccc(C(=O)OCC)cc2)c(=O)[nH]c1=O	-20%	3%	-10	7	-8%	43	-14%
Cc1cc(NC(=O)CCC(=O)N(CC(=O)NC2CCCC2)c2ccc(C(C)C)cc2)no1	56%	-13%	-32	-3	0%	-8	-3%
Cc1ccc2[nH]c(C(=O)O)c(-c3ccccc3)c2c1	-23%	u	41	-3	24%	-11	-2%
Cc1ccnc(NC(=O)c2cccc(NC(=O)Cc3ccccc3)c2)c1	-17%	-6%	-32	15*	3%	41	-17%
Oc1cc2ccccc2nc1-c1ccccc1Cl	-31%	-3%	-33	-1	-9%	11	-1%
CCNCc1nc2cc(OC)c(OC)cc2c(=O)[nH]1	-7%	-3%	-7	-5	-18%	0	60%[activator]
COC(=O)c1ccc(N=C2S/C(=C\c3cc(C)n(-c4cccnc4)c3C)C(=O)N2C)cc1	-3%	6%	0	-2	-7%	-21	-8%
COc1ccc(Br)cc1CNC(=O)Cc1c(C(=O)O)[nH]c2ccc(Cl)cc12	-31%	u	-3	8	27%	-8	-23%
C/C(=N\NC(=O)c1cccc(N/N=C(\C)c2ccncc2)c1)c1ccncc1	-47%	2%	-22	15	-20%	5	56%[activator]
